Screening results as filed in PubChem BioAssay.
MK inhibit = inhibitors of Streptococcus pneumoniae mevalonate kinase; purified MK, PK/LDH-coupled NADH absorbance 340 nm; 65,000 compounds, 0.48% hits; inhibition, % at 10 µM; AID 555;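 active means ranked among the strongest by inhibition in the single 10 µM screen, a fixed top-ranked set picked for dose follow-up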; further: no value below 0 was filed
HPDE-C7 cytotoxicity = HPDE-C7 pancreatic duct cell viability loss – fluorescence, HTS (AID 430) | HPDE-C7 pancreatic duct cells viability, fluorescence; higher % means a stronger effect | cytotoxicity, % at 10 µM, or EC50 in µM where a hit was titrated | 63,000 compounds, 1.8% hits;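 further: cells exposed to compound for 48 hours before viability readout; 0% = vehicle and 100% = reference cytotoxic drug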
Spn DPM-DC inh = inhibitors of Streptococcus pneumoniae diphosphomevalonate decarboxylase. purified DPM-DC, PK/LDH coupled NADH fluorescence. calls only at 10 µM. 65,000 compounds, 0.49% hits. AID 556;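 active means the 320 compounds with the highest percent inhibition in the single-dose primary screen, excluding strongly autofluorescent ones, cut at about 32% in these data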;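 further: kinetic rate of NADH fluorescence loss reporting ADP formed by the decarboxylase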
HT1080 viability = HT1080 cell viability loss – fluorescence readout (AID 620); HT1080 viability, fluorescence; higher % means a stronger effect; one-dose cytotoxicity, % at 10 µM; EC50 in µM for titrated hits; 87,000 compounds, 0.42% hits;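 further: cells exposed to compound overnight then 4 h with Alamar Blue; 0% = vehicle DMSO and 100% = killing control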
KRASV12 cytotoxicity = cytotoxicity in KRAS-transformed pancreatic duct cells, primary screen, cell-based, fluorescence, HTS (AID 431); 63,000 compounds, 1.7% hits; HPDE-C7K KRASV12 cells, Alamar Blue viability, 48 h; higher % means a stronger effect; cytotoxicity, % at 10 µM; hits with a dose series show EC50 in µM;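 active means compounds whose percent cytotoxicity in the single-dose primary screen, scaled between solvent and toxic-drug controls, exceeds 50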;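 further: 0% = DMSO solvent wells and 100% = doxorubicin-treated wells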
LYP inhibition = LYP phosphatase inhibitors, primary screen, biochemical, DiFMUP fluorescence, recombinant catalytic domain, 10 µM (AID 606); recombinant LYP catalytic domain, DiFMUP fluorescence; higher % means a stronger effect; inhibition, % at 10 µM, or IC50 in µM where a hit was titrated; 52,000 tested, under 10 active;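 active means IC50 under 40 µM in the dose-response test; inactive means IC50 of 40 µM or more, or never dose-tested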
Bfl-1 inhibitors = Bfl-1 inhibitors, primary screen, biochemical, fluorescence polarization, FITC-Bid, mouse (AID 432); displacement, % at 20 µM, or IC50 in µM where a hit was titrated; 64,000 compounds, 0.02% hits; FITC-Bid BH3 peptide fluorescence polarization displacement; higher % means a stronger effect; in the data active means a potency from the dose series; inactive means the rest, 99 in 100 with displacement below about 15%; further: strong numbers were not always called active
Alkaline phosphatase = human TNAP enzyme inhibitors, biochemical, luminescent (AID 518); inhibition, % at 20 µM; hits with a dose series show IC50 in µM; purified TNAP enzyme, luminescent substrate readout; higher % means a stronger effect; 64,000 compounds, 0.09% hits; in the data active means a potency from the dose series; inactive means the rest, 99 in 100 with inhibition below about 22%;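 further: plate controls were vehicle for no effect and reference inhibitor for full effect; many of its hits are not listed in these tables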
Spn PMK inh = blocks S. pneumoniae phosphomevalonate kinase; purified PMK, PK/LDH-coupled NADH absorbance 340 nm; inhibition, % at 10 µM; 65,000 compounds, 0.49% hits;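 active means top-ranked compounds by inhibition in the single 10 µM screen, taking a fixed number of the strongest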;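 further: 0% = full reaction with DMSO carrier and 100% = background rate without enzyme reaction; no value below 0 was filed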
Spn PMK inh pilot replicates = also measured in Spn PMK inh; calls as there; inhibition, %; measured here: pilot screen replicates
MK inhibit pilot replicates = further read-out of MK inhibit, marked with its call; inhibition, %; measured here: pilot screen replicates
Spn DPM-DC inh pilot screen % = further read-out of Spn DPM-DC inh, marked with its call; inhibition, %; measured here: pilot screen trials
Numbers without * were called inactive; i = inactive; . = not tested or not shown; + = active, no number; [ ] = dose if it differs, or a comment. Unless noted, no stated cut-off is given here; in the data, active means cytotoxicity above about 50%; inactive means the rest. Outcome played no part in choosing rows; any-hit rate near 3.4%.

SMILES	MK inhibit	HPDE-C7 cytotoxicity	Spn DPM-DC inh	HT1080 viability	KRASV12 cytotoxicity	LYP inhibition	Bfl-1 inhibitors	Alkaline phosphatase	Spn PMK inh	others
COc1cc2c(cc1OC)CN(C(=O)c1cc(S(=O)(=O)N3CCOCC3)ccc1Cl)CC2	5	-10%	i	10%	-8%	13%	1%	6%	12
COc1ccc(S(=O)(=O)N(CC(N)=O)C2CCCCC2)cc1Cl	5	-14%	i	-2%	-11%	2%	-6%	8%	0
Cn1c(=O)[nH]c(=O)c2c1nc(CN1CCOCC1)n2Cc1ccc(F)cc1	5	-5%	i	-3%	8%	25%	-2%	0%	12
CN(C(=O)COc1cc(=O)n(C)c2ccccc12)c1ccc(Cl)cc1	6	-17%	i	0%	4%	.	8%	7%	6
Cc1ccnc(N2CCCC(C(=O)Nc3nnc(C)s3)C2)n1 (stereo unspecified)	6	-2%	i	20%	0%	-6%	-5%	0%	13
CCC(=O)N1CCc2cc(S(=O)(=O)NC(CC(C)C)C(=O)N3CCc4ccccc43)ccc21 (stereo unspecified)	1	-3%	i	12%	-6%	.	-6%	5%	11
COc1ccc(OC)c(C(=O)c2coc3ccc(OC)cc23)c1	0	-14%	i	1%	-19%	-11%	-1%	6%	0
CCCCc1c(C)c2ccc(OC)c(/C(C)=N\O)c2oc1=O	.	-24%	i	1%	-8%	.	-14%	1%	9
Cc1ccc(C)c2[nH]c(=O)c(CCNC(=O)C(C)C)cc12	0	-6%	i	-5%	3%	16%	3%	8%	9
COc1ccc(NC(=O)CCn2nc(C)cc2C)cc1	0	-16%	i	1%	-11%	-4%	12%	13%	18
NC(=O)c1c(NC(=O)Cc2cccs2)sc2c1CCC2	3	11%	i	-10%	-2%	-2%	1%	16%	13	Spn PMK inh pilot replicates=5.5;MK inhibit pilot replicates=0.5;Spn DPM-DC inh pilot screen %=3.0
CCn1cc(CNC(=O)CCc2ccc(OC)cc2)cn1	0	1%	i	5%	-4%	5%	2%	5%	15
CC(=O)Nc1nonc1-c1nc2ccccc2n1N(C(C)=O)C(C)=O	8	1%	i	-3%	8%	7%	-2%	-12%	11
CCOc1ccc(CN(C(=O)c2ccco2)C2CCS(=O)(=O)C2)cc1 (stereo unspecified)	0	-21%	i	8%	-33%	.	1%	10%	0
Cc1ccc(OCC(O)CN2CCN(c3ccccc3)CC2)cc1 (stereo unspecified)	6	2%	i	-2%	2%	1%	-10%	5%	0
CCOC(=O)N1CCN(C(=O)COc2cc(=O)n(C)c3ccccc23)CC1	5	-5%	i	0%	18%	5%	2%	15%	9	Spn PMK inh pilot replicates=1.5;MK inhibit pilot replicates=2.5;Spn DPM-DC inh pilot screen %=0.0
COc1ccc2[nH]c(=O)c(CN(C(=O)c3ccncc3)C(C)C)cc2c1	1	15%	i	-3%	21%	6%	2%	15%	11	Spn PMK inh pilot replicates=2.0;MK inhibit pilot replicates=9.5;Spn DPM-DC inh pilot screen %=5.5
COc1ccc(OC)c(NC(=O)CCC(=O)Nc2nnc(C(F)(F)F)s2)c1	7	-4%	i	-6%	-7%	9%	-6%	6%	3
CC(NC(=O)COc1ccc(Br)cc1)C(=O)O (stereo unspecified)	4	3%	i	-3%	4%	8%	-6%	13%	16	Spn PMK inh pilot replicates=6.5;MK inhibit pilot replicates=0.5;Spn DPM-DC inh pilot screen %=0.5
Cc1ccc(S(=O)(=O)NCC(=O)OCC(=O)c2cccs2)cc1	6	9%	i	9%	5%	.	0%	-1%	13

Entries from the list above that contain a Cl atom, in the order listed:
SMILES	MK inhibit	HPDE-C7 cytotoxicity	Spn DPM-DC inh	HT1080 viability	KRASV12 cytotoxicity	LYP inhibition	Bfl-1 inhibitors	Alkaline phosphatase	Spn PMK inh	others
COc1cc2c(cc1OC)CN(C(=O)c1cc(S(=O)(=O)N3CCOCC3)ccc1Cl)CC2	5	-10%	i	10%	-8%	13%	1%	6%	12
COc1ccc(S(=O)(=O)N(CC(N)=O)C2CCCCC2)cc1Cl	5	-14%	i	-2%	-11%	2%	-6%	8%	0
CN(C(=O)COc1cc(=O)n(C)c2ccccc12)c1ccc(Cl)cc1	6	-17%	i	0%	4%	.	8%	7%	6

(more compounds)
SMILES	MK inhibit	HPDE-C7 cytotoxicity	Spn DPM-DC inh	HT1080 viability	KRASV12 cytotoxicity	LYP inhibition	Bfl-1 inhibitors	Alkaline phosphatase	Spn PMK inh	others
COc1ccccc1CC(=O)NC1CC(C)(C)NC(C)(C)C1	3	-2%	i	2%	-7%	2%	-7%	4%	21
Cc1cc2ccccc2n1CCNC(=O)c1ccccc1	9	0%	i	0%	0%	8%	6%	-2%	6
N#Cc1ccsc1NC(=O)COC(=O)CCCSc1nc2ccccc2s1	0	3%	i	9%	15%	-4%	-6%	14%	10
CCc1ccccc1NC(=O)c1nnn(CC(=O)Nc2ccccc2C)c1N	0	-19%	i	0%	-25%	-1%	-8%	3%	5
COc1ccccc1OCCCn1c(C)c(C#N)c2ccccc21	11	-6%	i	8%	-21%	14%	-4%	10%	8
CCN1CCN(CCCNC(=O)c2cn(CCOC)c(=O)c3c2c2ccccc2n3C)CC1	1	-17%	i[may fluoresce]	0%	2%	.	9%	12%	6	Spn PMK inh pilot replicates=4.5;MK inhibit pilot replicates=9.0;Spn DPM-DC inh pilot screen %=62
COc1ccc(CC(NC(C)=O)C(=O)NC2CCN(C(=O)Nc3ccc(C#N)cc3)CC2)cc1OC (stereo unspecified)	7	-14%	i	-3%	-10%	-3%	-2%	3%	14	Spn PMK inh pilot replicates=3.5;MK inhibit pilot replicates=4.0;Spn DPM-DC inh pilot screen %=2.0
CC(=O)c1cccc(NC(=O)N2CCc3ccccc3C2)c1	6	-6%	i	4%	-18%	8%	0%	7%	0
COc1ccc(CNC(=O)c2cnc3n(c2=O)CCS3)cc1	0	-2%	i	4%	7%	0%	2%	19%	0	Spn PMK inh pilot replicates=5.0;MK inhibit pilot replicates=2.5;Spn DPM-DC inh pilot screen %=2.0
COc1ccc(C(=O)/C=C/Nc2cccc(C)n2)cc1OC	4	8%	i	-2%	-1%	.	-3%	15%	0
CC1CN(c2nc3ccccn3c(=O)c2/C=C(\C#N)S(=O)(=O)c2ccccc2)CC(C)O1 (stereo unspecified)	9	-12%	i	-3%	-6%	-1%	-1%	12%	13	Spn PMK inh pilot replicates=2.0;MK inhibit pilot replicates=9.0;Spn DPM-DC inh pilot screen %=5.0
Cc1ccc(C)c(OCCOCCN2CCOCC2)c1	1	-4%	i	-12%	-3%	.	-2%	5%	0
CN1CCN(C(=O)c2cnn3c(C(F)F)cc(C4CC4)nc23)CC1	9	16%	i	6%	7%	1%	1%	9%	0	Spn PMK inh pilot replicates=6.0;MK inhibit pilot replicates=0.5;Spn DPM-DC inh pilot screen %=1.0
O=C(O)CCC(=O)Nc1ccc(N2CCCCC2)c(C(=O)O)c1	5	-6%	i	11%	-10%	-5%	-2%	6%	18
COc1ccccc1S(=O)(=O)Cc1ccc(C(=O)N2CCOCC2)o1	3	-4%	i	-2%	-8%	8%	-1%	18%	12	Spn PMK inh pilot replicates=8.0;MK inhibit pilot replicates=0.0;Spn DPM-DC inh pilot screen %=3.0
Cc1nn(C)c(C)c1S(=O)(=O)N1CCCC(C(=O)N2CCN(c3ccccc3)CC2)C1 (stereo unspecified)	9	-14%	i	1%	-4%	13%	-2%	4%	0
Cc1cc(=O)[nH]c2ccccc12	0	-3%	+	-1%	-6%	.	1%	5%	9
CCOC(=O)c1oc2cccc(O)c2c1CN(Cc1ccccc1)C(C)=O	0	-4%	i	.	-8%	.	1%	2%	1
Cc1cc(C)nc(SCC(=O)O)n1	5	-3%	i	-6%	1%	-1%	-1%	5%	6
CCOC(=O)C1CCCN(CCC(=O)Nc2cccc(F)c2)C1 (stereo unspecified)	11	0%	i	-5%	-20%	8%	-5%	13%	11

A draw from above in order of heavy-atom count, lowest first.
SMILES	MK inhibit	HPDE-C7 cytotoxicity	Spn DPM-DC inh	HT1080 viability	KRASV12 cytotoxicity	LYP inhibition	Bfl-1 inhibitors	Alkaline phosphatase	Spn PMK inh	others
Cc1cc(=O)[nH]c2ccccc12	0	-3%	+	-1%	-6%	.	1%	5%	9
COc1ccc(C(=O)/C=C/Nc2cccc(C)n2)cc1OC	4	8%	i	-2%	-1%	.	-3%	15%	0
CCc1ccccc1NC(=O)c1nnn(CC(=O)Nc2ccccc2C)c1N	0	-19%	i	0%	-25%	-1%	-8%	3%	5

(more compounds)
SMILES	MK inhibit	HPDE-C7 cytotoxicity	Spn DPM-DC inh	HT1080 viability	KRASV12 cytotoxicity	LYP inhibition	Bfl-1 inhibitors	Alkaline phosphatase	Spn PMK inh	others
CN1CCN(C(=O)CN(Cc2ccc(Cl)cc2)S(C)(=O)=O)CC1	5	-28%	i	1%	-16%	0%	-5%	13%	7	Spn PMK inh pilot replicates=0.0;MK inhibit pilot replicates=0.0;Spn DPM-DC inh pilot screen %=0.0
CC(O)/C=C/c1ccc2ccccc2n1 (stereo unspecified)	0	18µM*	i	-2%	.	-12%	-3%	9%	0
CCC(CC)COC(=O)C(C#N)c1nc2ccccc2nc1N1CCN(CC)CC1 (stereo unspecified)	9	.	i	21%	.	.	1%	24%	14
Cc1nn(-c2ccccc2)c2sc(C(=O)O)cc12	7	-19%	i	-6%	-8%	-12%	13%	15%	1
CSc1ccn(CCC(=O)O)c(=O)n1	0	-11%	i	2%	-9%	-5%	7%	9%	0
CN(c1ccc(C(=O)Nc2nccs2)cc1)S(=O)(=O)c1ccccc1	6	-17%	i	-2%	-14%	4%	-16%	6%	0
Cc1ccc(N(CN2C(=O)NC(C)(C)C2=O)CN2C(=O)NC(C)(C)C2=O)cc1	5	-7%	i	16%	2%	4%	-8%	9%	7
O=C(NC1CC1)C1CCN(c2ccc(S(=O)(=O)N3CCOCC3)cc2)CC1	13	5%	i	6%	14%	4%	-5%	11%	10	Spn PMK inh pilot replicates=0.0;MK inhibit pilot replicates=4.0;Spn DPM-DC inh pilot screen %=0.5
CCOc1ccc2[nH]c(C)c(CN3CCOCC3)c(=O)c2c1	7	-6%	i	5%	-20%	-5%	3%	-11%	16
O=C(Nc1ccccc1Cl)NC1(C(=O)NCCCN2CCOCC2)CCCCC1	4	4%	i	-11%	-2%	.	-2%	3%	11
COc1ccc(OC)c(NC(=O)Nc2ccccc2C)c1	3	.	i	-7%	.	8%	-2%	8%	13
O=C(O)c1ccc(S(=O)(=O)c2ccccc2)cc1	7	5%	i	-3%	13%	-6%	-8%	9%	0
COc1ccc(S(=O)(=O)n2nc(OC(=O)c3ccccc3Br)cc2N)cc1	0	7%	i	-8%	2%	3%	-1%	11%	0
